Source: PubChem BioAssay (Broad Institute)
IDE exosite inh – exo-site inhibitors of human IDE, primary screen, biochemical, fluorescence anisotropy, probe displacement; Insulin-degrading enzyme (Homo sapiens), P14735; purified IDE, FL-6b probe fluorescence polarization; stronger effect = lower value; z-score at 20 µM; actives 6.3% (n = 17,000); AID 1259349, 2017;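 active means z-score of -3 or lower, meaning strong loss of probe binding signal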;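 further: His-tagged human IDE residues 42-1019 made in E. coli with 30 nM FL-6b probe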
Target sequence (P14735 42-1019 limits assumed): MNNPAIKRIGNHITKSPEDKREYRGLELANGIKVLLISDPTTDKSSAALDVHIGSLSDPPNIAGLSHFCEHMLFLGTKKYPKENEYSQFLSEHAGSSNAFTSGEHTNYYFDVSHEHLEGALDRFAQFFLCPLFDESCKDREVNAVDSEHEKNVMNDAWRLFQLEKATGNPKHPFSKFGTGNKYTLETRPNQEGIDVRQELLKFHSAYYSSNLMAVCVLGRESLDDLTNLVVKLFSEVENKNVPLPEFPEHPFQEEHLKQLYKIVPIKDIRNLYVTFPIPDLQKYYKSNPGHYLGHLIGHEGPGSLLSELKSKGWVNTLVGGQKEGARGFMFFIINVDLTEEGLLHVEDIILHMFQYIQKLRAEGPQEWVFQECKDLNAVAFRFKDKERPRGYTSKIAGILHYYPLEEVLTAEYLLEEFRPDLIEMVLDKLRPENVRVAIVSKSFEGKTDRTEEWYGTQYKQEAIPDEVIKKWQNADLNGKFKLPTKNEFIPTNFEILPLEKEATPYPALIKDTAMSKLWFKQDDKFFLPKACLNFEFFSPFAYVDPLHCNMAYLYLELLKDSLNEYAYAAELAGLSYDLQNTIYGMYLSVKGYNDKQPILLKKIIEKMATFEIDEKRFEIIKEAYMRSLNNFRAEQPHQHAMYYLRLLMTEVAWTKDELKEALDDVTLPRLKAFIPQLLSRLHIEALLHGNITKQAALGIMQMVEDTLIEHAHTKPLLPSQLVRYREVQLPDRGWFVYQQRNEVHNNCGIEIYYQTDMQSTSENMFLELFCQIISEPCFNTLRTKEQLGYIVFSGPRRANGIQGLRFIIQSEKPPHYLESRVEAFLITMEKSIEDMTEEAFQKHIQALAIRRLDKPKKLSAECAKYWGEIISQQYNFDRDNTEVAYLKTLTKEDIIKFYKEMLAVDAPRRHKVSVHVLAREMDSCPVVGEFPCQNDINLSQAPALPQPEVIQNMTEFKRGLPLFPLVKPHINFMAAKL
An asterisk follows results filed as active. Only part of the results is shown; the hit share may differ from the screen's.

SMILES | IDE exosite inh
CN1[C@H](CO)[C@H]2c3ccccc3NC[C@H]21 | 4
O=C(Cc1ccccc1)N1CCCCN2[C@H](CO)[C@H](c3ccc(-c4ccccc4)cc3)[C@H]2C1 | 0.61
O=C(Cc1ccccc1)N1CCCCN2[C@H](CO)[C@@H](c3ccc(-c4ccccc4)cc3)[C@@H]2C1 | 0.45
O=C(Cc1ccccn1)N1CCCCN2[C@@H](CO)[C@@H](c3ccc(-c4ccccc4)cc3)[C@@H]2C1 | -3.5*
O=C(Cc1ccccn1)N1CCCCN2[C@H](C1)[C@@H](c1ccc(Br)cc1)[C@@H]2CO | -0.067
COC(=O)[C@@H]1[C@@H](CO)[C@@H]2Cn3c(ccc(-c4cccc(F)c4)c3=O)[C@H]1N2Cc1ccncc1 | -0.19
N#Cc1cccc(-c2ccc([C@@H]3[C@H](CO)N4CCCCN(C(=O)Cc5cccnc5)C[C@@H]34)cc2)c1 | -2.1
N#Cc1cccc(-c2ccc([C@H]3[C@H]4CN(C(=O)Cc5cccnc5)CCCCN4[C@H]3CO)cc2)c1 | -0.13
C/C=C/c1ccc([C@@H]2[C@H]3CN(C(=O)Cc4ccncc4)CCCCN3[C@H]2CO)cc1 | 2.8
O=C1CNC[C@H]2[C@H](c3ccc(Br)cc3)[C@@H](CO)N12 | -0.15
COc1ccc(C#Cc2ccc([C@H]3[C@H]4CN(C(=O)Cc5ccccc5)CCCCN4[C@H]3CO)cc2)cc1 | 3.1
O=C(Cc1ccccc1)N1CCCCN2[C@H](C1)[C@H](c1ccc(C#CC3(O)CCCC3)cc1)[C@@H]2CO | 3.8
COc1cccc(-c2ccc([C@@H]3[C@H](CO)N4CCCCN(C(=O)Cc5ccncc5)C[C@@H]34)cc2)c1 | -3.9*
COC(=O)[C@H]1[C@H](CO)[C@H]2Cn3c(ccc(-c4cccc(C(=O)N(C)C)c4)c3=O)[C@@H]1N2C(=O)NC(C)C | 0.78
O=C1CNC[C@@H]2[C@@H](c3ccc(Br)cc3)[C@@H](CO)N12 | -0.99
N#Cc1cccc(-c2ccc([C@H]3[C@@H](CO)N4CCCCN(C(=O)Cc5cccnc5)C[C@H]34)cc2)c1 | -0.22
O=C(Cc1ccccn1)N1CCCCN2[C@H](CO)[C@@H](c3ccc(Br)cc3)[C@H]2C1 | -0.92
O=C(Cc1ccncc1)N1CCCCN2[C@H](CO)[C@@H](c3ccc(-c4ccncc4)cc3)[C@H]2C1 | 1.1
O=C(Cc1ccccn1)N1CCCCN2[C@H](CO)[C@H](c3ccc(Br)cc3)[C@@H]2C1 | 4.5
O=C(Cc1ccccc1)N1CCCCN2[C@@H](CO)[C@H](c3ccc(C#CC4(O)CCCC4)cc3)[C@@H]2C1 | 3.4
O=C(Cc1ccccc1)N1CCCCN2[C@H](CO)[C@H](c3ccc(C#CC4(O)CCCC4)cc3)[C@H]2C1 | 4.6
COc1ccc(C#Cc2ccc([C@@H]3[C@H](CO)N4CCCCN(C(=O)Cc5ccncc5)C[C@@H]34)cc2)cc1 | 3.8
CCC(=O)N1[C@@H]2c3ccc(C4=CCCC4)c(=O)n3C[C@H]1[C@H](CO)[C@H]2C(=O)OC | 0.59
CN(C)CC#Cc1ccc([C@@H]2[C@@H](CO)N3CCCCN(C(=O)Cc4ccccn4)C[C@@H]23)cc1 | -0.019
O=C(Cc1cccnc1)N1CCCCN2[C@H](CO)[C@H](c3ccc(C#CC4(O)CCCC4)cc3)[C@@H]2C1 | 1.9
N#Cc1cccc(-c2ccc([C@@H]3[C@H]4CN(C(=O)Cc5cccnc5)CCCCN4[C@H]3CO)cc2)c1 | 0.2
COc1ccccc1CN1[C@H](CO)[C@@H](c2ccccc2)C12CN(C(=O)Cc1ccccc1)C2 | 2.2
C[C@H]1CN([C@@H](C)CO)C(=O)CCCn2nncc2CO[C@H]1CN(C)C(=O)Oc1cccc2ccccc12 | 0.63
O=C(Cc1ccncc1)N1CCCCN2[C@H](CO)[C@H](c3ccc(C#Cc4ccccc4F)cc3)[C@H]2C1 | -4.2*
O=C(Cc1cccnc1)N1CCCCN2[C@H](CO)[C@@H](c3ccc(C#CC4CCCC4)cc3)[C@@H]2C1 | 3.2
N#Cc1cccc(-c2ccc([C@H]3[C@H]4CN(C(=O)Cc5ccccc5)CCCCN4[C@H]3CO)cc2)c1 | 2.1
O=C(Cc1ccccc1)N1CC2(C1)[C@H](c1ccccc1)[C@@H](CO)N2Cc1cccc(Cl)c1 | -0.62
N#Cc1cccc(-c2ccc([C@@H]3[C@@H](CO)N4CCCCN(C(=O)Cc5ccncc5)C[C@@H]34)cc2)c1 | 2.8
O=C(Cc1cccnc1)N1CCCCN2[C@H](C1)[C@@H](c1ccc(C#CC3(O)CCCC3)cc1)[C@@H]2CO | 3.1
CC(C)CC#Cc1ccc([C@@H]2[C@H]3CN(C(=O)Cc4ccccn4)CCCCN3[C@H]2CO)cc1 | 6.3
C/C=C/c1ccc([C@@H]2[C@H](CO)N3CCCCN(C(=O)Cc4ccncc4)C[C@@H]23)cc1 | 2.2
N#Cc1cccc(-c2ccc([C@@H]3[C@@H](CO)N4CCCCN(C(=O)Cc5cccnc5)C[C@H]34)cc2)c1 | 1.1
COc1ccc(-c2ccc([C@@H]3[C@@H](CO)N4CCCCN(C(=O)Cc5ccncc5)C[C@H]34)cc2)cc1 | -0.41
C[C@H](CO)N1C[C@H](C)[C@H](CN(C)C(=O)Oc2cccc3ccccc23)OCc2cnnn2CCCC1=O | 0.47
N#Cc1cccc(-c2ccc([C@H]3[C@H](CO)N4CCCCN(C(=O)Cc5ccncc5)C[C@@H]34)cc2)c1 | 2
O=C(Cc1cccnc1)N1CCCCN2[C@@H](CO)[C@@H](c3ccc(C#CC4(O)CCCC4)cc3)[C@@H]2C1 | 3.6
N#Cc1cccc(-c2ccc([C@@H]3[C@H](CO)N4CCCCN(C(=O)Cc5ccccc5)C[C@@H]34)cc2)c1 | 2.7
O=C(Cc1cccnc1)N1CCCCN2[C@H](CO)[C@H](c3ccc(C#CC4(O)CCCC4)cc3)[C@H]2C1 | 2.2
O=C(Cc1ccccc1)N1CCCCN2[C@H](CO)[C@@H](c3ccc(C#Cc4ccccc4)cc3)[C@H]2C1 | 0.71
COc1ccc(C#Cc2ccc([C@@H]3[C@@H](CO)N4CCCCN(C(=O)Cc5cccnc5)C[C@H]34)cc2)cc1 | -1.2
O=C(Cc1ccccn1)N1CCCCN2[C@H](CO)[C@@H](c3ccc(-c4ccccc4)cc3)[C@@H]2C1 | -2.4
COc1ccc(C#Cc2ccc([C@H]3[C@H]4CN(C(=O)Cc5ccncc5)CCCCN4[C@H]3CO)cc2)cc1 | -3.5*
O=C(Cc1ccccc1)N1CC2(C1)[C@H](c1ccccc1)[C@H](CO)N2Cc1cccc(Cl)c1 | -1.7
O=C(Cc1ccccn1)N1CCCCN2[C@H](CO)[C@H](c3ccc(-c4ccccc4F)cc3)[C@H]2C1 | -4.4*
